Casp6 inh – caspase-6 (human) enzyme inhibition. P55212. inhibition, % at 12.5 µM. 350,000 tested, 0.53% active. purified caspase-6, Z-VEID-R110 cleavage fluorescence. AID 686996;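 active = mean inhibition across replicates at least about 35%, with every replicate also reaching that limit, limit read from the data; inconclusive = only one of the two criteria met; inactive = neither criterion met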;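 also: 0% = median of neutral control wells and 100% = no fluorescence left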
Target sequence (P55212 24-179 limits assumed): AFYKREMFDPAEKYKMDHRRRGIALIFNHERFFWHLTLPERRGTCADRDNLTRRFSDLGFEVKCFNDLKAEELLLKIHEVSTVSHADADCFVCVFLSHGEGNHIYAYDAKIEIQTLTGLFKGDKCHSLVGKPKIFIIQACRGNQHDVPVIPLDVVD
Target sequence (P55212 194-293 limits assumed): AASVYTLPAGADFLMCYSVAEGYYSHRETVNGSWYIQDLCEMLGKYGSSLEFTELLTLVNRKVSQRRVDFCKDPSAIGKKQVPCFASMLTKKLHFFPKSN
ERAP1 inh – blocks human ERAP1 aminopeptidase activity. recombinant ERAP1, Leu-AMC fluorescence, 60 min. inhibition, % at 10.7 µM. 340,000 tested, 0.15% active;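 active = mean replicate inhibition of at least 30%, or all replicates individually reaching that 30% level; inactive = mean below 30% and not every replicate reaching it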;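 also: 0% = neutral control wells and 100% = L-leucinethiol positive control wells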
SIRT5 block – sirtuin-5 (human) deacylase inhibition | inhibition, % at 15 µM | Q9NXA8 | 330,000 tested, 1.1% active | Purified SirT5, succinyl-peptide AMC, trypsin-coupled fluorescence; in the data active = inhibition above about 15%; inconclusive = no clear call, values can overlap the other calls
Target sequence (Q9NXA8 whole entry, looked up): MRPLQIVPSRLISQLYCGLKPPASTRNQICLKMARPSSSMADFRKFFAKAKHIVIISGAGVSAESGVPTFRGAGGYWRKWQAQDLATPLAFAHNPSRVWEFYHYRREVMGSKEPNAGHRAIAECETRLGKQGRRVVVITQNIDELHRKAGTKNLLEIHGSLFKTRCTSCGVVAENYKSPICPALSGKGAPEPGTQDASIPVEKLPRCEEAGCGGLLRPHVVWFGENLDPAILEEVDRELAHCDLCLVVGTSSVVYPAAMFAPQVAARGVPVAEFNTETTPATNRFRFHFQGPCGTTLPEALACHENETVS
ERp5 block – inhibitors of human ERp5. Q15084. ERp5 insulin aggregation, absorbance 650 nm, 90 min. inhibition, % at 9.99 µM. 350,000 tested, 0.05% active;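 active = mean replicate inhibition above about 25%, with every replicate also reaching it, limit read from the data, passing the limit was not always enough; inconclusive = only one of those two criteria met; inactive = neither criterion met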
Target sequence (Q15084 whole entry, looked up): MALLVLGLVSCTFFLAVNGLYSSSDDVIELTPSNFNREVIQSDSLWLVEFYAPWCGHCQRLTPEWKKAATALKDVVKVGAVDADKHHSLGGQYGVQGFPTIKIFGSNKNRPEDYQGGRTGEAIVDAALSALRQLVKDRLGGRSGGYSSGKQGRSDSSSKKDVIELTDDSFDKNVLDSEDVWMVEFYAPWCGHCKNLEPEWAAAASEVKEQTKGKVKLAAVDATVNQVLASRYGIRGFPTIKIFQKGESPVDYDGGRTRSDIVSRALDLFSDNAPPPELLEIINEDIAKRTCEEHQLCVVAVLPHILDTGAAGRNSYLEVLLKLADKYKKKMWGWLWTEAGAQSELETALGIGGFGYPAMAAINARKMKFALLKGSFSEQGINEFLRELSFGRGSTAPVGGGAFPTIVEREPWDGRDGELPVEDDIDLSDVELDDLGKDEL
miR122 inh – miR-122 inhibition in Huh7 cells; Huh7 miR-122 Renilla luciferase sensor, 48 h; neutral wells = 0, positive control = 100; activation (reporter increase), % at 12.5 µM; 340,000 tested, 0.3% active; AID 602342;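 active = mean replicate activation score at least 90 and every replicate individually at or above 90; inconclusive = only one of the two criteria met; inactive = neither criterion met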;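 also: higher luciferase means less miR-122 activity so hits act as miR-122 inhibitors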
DENV2 CPE – protects cells from dengue virus 2 cytopathic effect. DENV2-infected cells, cytopathic effect rescue, plate reader. CPE inhibition, % at 9.99 µM. 350,000 tested, 1.7% active. AID 651640; in the data active = CPE inhibition above about 20%, passing the limit was not always enough; inconclusive = no clear call, values can overlap the other calls; tested in BHK-21 cells;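 also: 0% = median of neutral control wells and 100% = median of positive control wells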
F508del corr – correctors of CFTR F508del function in bronchial epithelial cells; CFBE cells, YFP halide quenching; stimulated with forskolin plus potentiator P3; % fluorescence drop versus neutral controls; activity (quench increase), % at 7.58 µM; 350,000 tested, 0.36% active; AID 720511;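 active = mean added fluorescence quench of at least 8% versus neutral control, with both replicates also reaching 8%; inconclusive = only one of the mean or replicate conditions met; inactive = mean below 8% and not both replicates reaching 8%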;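 also: cells transiently co-express mutant CFTR-F508del with the halide-sensitive YFP; corrector assay measuring rescue of mutant channel to the surface after 24 h compound exposure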
* marks the source's active call; other numbers are inactive results; ? = inconclusive; nt = not tested or not shown; & = joins results of further samples; [ ] = remark or other dose.

Results follow in this order: Casp6 inh, F508del corr, ERp5 block, DENV2 CPE, miR122 inh, SIRT5 block, ERAP1 inh
- Cc1ccc2nc(N3CCN(CCO)CC3)nc(-c3ccccc3)c2c1
→ -2, 1.2, -7, 11, -3, -10, -69
- CN(CC(=O)Nc1ccc(S(=O)(=O)N2CCCC2)cc1)Cc1ccc(Cl)cc1
→ -1, nt, ?, -4, -6, 2, 3
- C=CCn1c(SCC(=O)c2[nH]c(C)c(C(=O)OC)c2C)nc2scc(-c3ccc(OC)c(OC)c3)c2c1=O
→ 2, nt, 5, 4, nt, -6, 10
- Cc1csc(NC(=O)c2cn3ccccc3n2)n1
→ 1, 1.3, 6, 10, -10, -1, -5
- CCCNC(=O)[C@@H]1[C@@H](CO)[C@@H]2Cn3c(ccc(C4=CCCCC4)c3=O)[C@@H]2N1Cc1ccccc1F
→ -3, 0.0, -2, -12, 6[16.7 µM], -5, 6
- COc1ccc(NC(=O)N(C)C[C@H]2Oc3cc(-c4ccncc4)ccc3S(=O)(=O)N([C@H](C)CO)C[C@@H]2C)cc1
→ -1, -0.5, -2, -3, 24[16.7 µM], 0, 0
- C/C(=N\NC(=O)c1cc(C)oc1C)c1ccc(N2CCOCC2)cc1
→ 7, 1.6, -3, nt, nt, 2, -1
- COc1cccc(S(=O)(=O)N(C)C[C@H]2Oc3cc(C4=CCCCC4)ccc3S(=O)(=O)N([C@@H](C)CO)C[C@@H]2C)c1
→ 0, 1.3, 1, -1, -1[16.7 µM], -1, 0
- Cc1cc(C)cc(-n2ccnc2SCC(=O)c2c(N)n(C3CC3)c(=O)[nH]c2=O)c1
→ -2, 0.7, 3, 9, -1, -5, -1
- CCOC(=O)C1=CCN(S(=O)(=O)c2ccc(Br)cc2)C1c1ccc(Br)cc1 (configuration not stated)
→ 0, -0.3, 3, -5, nt, -3, -1
- COc1cccc(-c2csc(/C(C#N)=C/Nc3cc4oc5ccccc5c4cc3OC)n2)c1
→ 8, -1.3, 2, 7, nt, -1, -3
- CC(=O)Nc1ccc(NC(=O)c2cccc(S(=O)(=O)N3CCCCCC3)c2)cc1
→ 0, 3.9, 3, 0, 17, -2, -2
- C[C@@H]1CN([C@H](C)CO)C(=O)c2cc(NC(=O)Cc3ccccc3)ccc2O[C@@H](C)CCCCO[C@H]1CN(C)C(=O)Nc1ccccc1
→ -1, 1.7, 5, 2, 3[16.7 µM], 0, 1
- CN1CCC(=NNc2ncnc3sc4c(c23)CCCC4)CC1
→ -5, nt, -8, 2, -7, -3, 4
- CC(C)c1cn(CC[C@H]2CC[C@H](NS(=O)(=O)Cc3ccccc3)[C@H](CO)O2)nn1
→ 1, 1.6, -4, 1, -3[16.7 µM], -2, 1
- C[C@@H]1CN([C@H](C)CO)C(=O)CCCn2cc(nn2)CO[C@H]1CN(C)C(=O)C1CC1
→ 1&-2, 1.6&0.8, -3&6, 0&-6, -7, -6&11, -5&0
- Cc1ccc(NC(=O)c2ncc(Cl)c(Cl)c2Cl)cc1C
→ -4, -0.4, 2, -1, 0, -6, -3
- Fc1ccccc1-c1n[nH]c(=S)n1/N=C/c1c[nH]c2ccccc12
→ 5, 0.4, -4, -1, nt, 4, 0
- COc1ccc(Cl)cc1NC(=O)CN(C)C(=O)Cc1ccc2c(c1)CCC2
→ -1, -0.5, 5, 0, 2, -2, -6
- CN1CCN(S(=O)(=O)c2cccc(C(=O)N3CCN(c4ccccc4F)CC3)c2)CC1
→ 15, 1.2, -3, -3, -7, -4, 4
- CCN1CCN(c2nc3c(c(=O)[nH]c(=O)n3C)n2Cc2cccc(C)c2)CC1
→ 1, -1.1, 0, ?, -2, -1, 9
- O=C(COC(=O)c1cc(=O)c2ccccc2o1)Nc1ccccc1F
→ 0, -0.7, -3, 7, -6, -2, 0
- O=C(CC1C(=O)NCCN1Cc1ccccc1C(F)(F)F)NC1CCC1 (configuration not stated)
→ 3, -5.9, -4, 2, 2, -2, 2
- COc1ccc(CC(=O)N(C)Cc2ccc(Cl)cc2)cc1S(=O)(=O)N1CCOCC1
→ -170, 0.9, -7, 3, 1, 10, 1
- O=C1CC(c2ccccc2)CN1C(=O)c1cncc(Br)c1 (configuration not stated)
→ 1, -1.0, 9, -3, nt, -4, -1
- CN(C(=O)COc1ccc2ccc(=O)oc2c1)C1CCS(=O)(=O)C1 (configuration not stated)
→ nt, -0.5, 4, 10, -7, -1, -1
- C/C=C/c1ccc([C@H]2[C@H](CO)N(C(=O)NCCC)[C@H]2CNC(=O)C2CC2)cc1
→ nt, 2.1, nt, 3, 14[16.7 µM], nt, nt
- C[C@H]1CN([C@@H](C)CO)C(=O)Cc2cc(N(C)C)ccc2O[C@@H]1CN(C)Cc1ccc(C(=O)Nc2ccccc2N)cc1
→ 1, 2.3, -2, 5, 27[16.7 µM], 1, -1
- COc1ccc(CNc2ncnc3sccc23)cc1OC
→ -2, 1.5, 0, -1, nt, -1, 5
- CCOC(=O)c1sc(C)c(C(N)=O)c1NC1=NCCCCC1
→ 0, -0.4, 11, 2, -5, -3, -3

Further records.
Results follow in this order: Casp6 inh, F508del corr, ERp5 block, DENV2 CPE, miR122 inh, SIRT5 block, ERAP1 inh
- O=C(COC(=O)c1ccc(F)c(S(=O)(=O)N2CCOCC2)c1)NCc1ccc2c(c1)OCO2
→ 2, -2.8, 1, -4, -1, -6, -5
- COc1cc(COC(=O)c2cnc(C)cn2)c(OC)cc1Br
→ 8, 0.3, 3, 5, nt, nt, 6
- CCC(C)c1ccccc1NC(=O)COC(=O)C1=NN(c2ccccc2)C(=O)CC1 (configuration not stated)
→ 4, 0.7, 4, 6, 1, nt, 1
- CO[C@H](C(=O)N(C)C[C@@H]1OCc2ccccc2-c2c(n(C)c3ccccc23)C(=O)N([C@@H](C)CO)C[C@H]1C)c1ccccc1
→ -1, 1.1, 2, 2, nt, 3, 5
- C[C@H](CO)N1C[C@H](C)[C@@H](CN(C)C(=O)Cc2ccncc2)Oc2cc(-c3cncnc3)ccc2S1(=O)=O
→ -1, 0.6, 3, -1, -2[16.7 µM], 1, 1
- Cc1ccc(OCCC(=O)OCC(=O)N2c3ccccc3NC(=O)C2(C)C)cc1
→ 6, -2.1, 3, 3, nt, 0, 1
- COC1OC(CO)C(O)C(O)C1O (configuration not stated)
→ 2, -2.1, -1, -17, -3, 1, 0
- CCC(C)[C@H](NC(=O)C1CCC(CNC(=O)[C@@H]2CCCN2C(=O)OC(C)(C)C)CC1)C(=O)O (some centres not stated)
→ -1, -0.5, -3, 1, -5, 0, 3
- Cc1ccc(CN2CCN(Cc3ccccc3-c3ccco3)CC2CCO)o1 (configuration not stated)
→ -1, 1.7, 1, 3, 1, 0, 2
- COc1ccc(C(=O)c2c(-c3ccsc3)oc3ccc(-c4ccc(OC)cc4)cc23)cc1
→ -3, -1.0, -2, ?, nt, 7, -1
- Cc1ccc(Cn2cnc3c(cnn3C(C)(C)C)c2=O)cc1
→ -4, 4.5, 7, -2, -3, nt, nt
- CCc1ccc(C(=O)OCC(=O)Nc2c(C)n(C)n(-c3ccccc3)c2=O)cc1
→ -2, 1.9, -2, -13, -9, 0, 2
- Cc1nnc(SCC(=O)NNC(=O)c2ccc(Br)cc2)n1C
→ -1, -0.9, -6, 4, -2, nt, -2
- O=C(Nc1ccc(Cl)c([N+](=O)[O-])c1)c1ccncc1
→ -2, nt, 3, 3, nt, nt, 4
- O=C(CCC1CCCCC1)NCCN1C2=NC[C@H](Cc3ccc(O)cc3)N2C[C@H]1Cc1ccc(O)cc1
→ 5, 1.6, 0, -4, -5, -4, 0
- CCOC(=O)c1cccc(NC(=O)COc2nsnc2N2CCOCC2)c1
→ 1, -2.0, -7, ?, -3, 0, 3
- CNC[C@H]1Oc2ccc(NS(C)(=O)=O)cc2C(=O)N([C@@H](C)CO)C[C@@H]1C
→ 0, -0.2, 2, 0, -4[16.7 µM], nt, 1
- COc1cc(C2C3=C(COC3=O)Oc3cc4c(cc32)OCO4)cc(OC)c1OC(C)=O (configuration not stated)
→ -3, -1.3, -2, 5, 101*, 2, 1
- COc1cccc(S(=O)(=O)Nc2ccc3c(c2)C(=O)N(C)C[C@@H](OC)[C@@H](C)CN(Cc2ccccc2F)[C@H](C)CO3)c1
→ 0, 0.2, 0, 18, nt, nt, 0
- Cc1cc(C)c(C(=O)C(C)OC(=O)C2=COCCO2)cc1C (configuration not stated)
→ 58*, -1.4, 8, ?, -6, -1, -1
- Cc1noc(C)c1NC(=O)N(C)C[C@H]1Oc2c(NC(=O)c3ccncc3)cccc2C(=O)N([C@@H](C)CO)C[C@@H]1C
→ 1, 0.6, -1, -3, -4[16.7 µM], -7, 1
- COc1cc(NCCCn2cnc3c(OC)ncnc32)cc(OC)c1OC
→ 1, -0.5, 2, -1, -3, -9, -1
- Cc1cc(C)c(NC(=O)C2CCCN2CCOC(=O)c2ccccc2)c(C)c1 (configuration not stated)
→ 2, 2.3, 2, -4, nt, 12, 7
- COc1cccc(C(C)(O)c2nc(-c3cnn(C)c3)cs2)c1 (configuration not stated)
→ 0, 1.4, -1, 1, 3, -8, 3
- COc1ccc(S(=O)(=O)N(C)C[C@@H]2Oc3c(NC(=O)NC(C)C)cccc3C(=O)N([C@@H](C)CO)C[C@H]2C)cc1
→ -1, -0.2, 1, -6, -4[16.7 µM], 5, -2
- CCCc1nnc(NC(=O)CCC(=O)N2CCCCC2)s1
→ 5, -2.6, 3, 0, -7, -3, 1
- COc1cccc(C#Cc2cnc3c(c2)C(=O)N([C@@H](C)CO)C[C@@H](C)[C@@H](CN(C)C(=O)C2CCOCC2)O3)c1
→ 3, 4.6, 0, -6, -10[16.7 µM], -4, -3
- COc1ccc([C@H]2C[C@H](O)[C@@H](n3cc(COC(=O)c4ccccc4)nn3)CN2C(=O)C2CCCCC2)cc1
→ 4, -0.5, -2, -2, -2, 2, nt
- COc1cc2c(cc1OC)CN(C(=O)CCc1c[nH]c3ccccc13)[C@H](C(=O)O)C2
→ 13, -1.3, 2, -9, -17, -1, 3
- C(=C\c1ccccc1)/CN1CCN(C(CCc2ccccc2)c2nnnn2-c2ccc3c(c2)OCCO3)CC1 (configuration not stated)
→ nt, -1.2, 5, ?, -3, 4, -6

The list goes on:
Results follow in this order: Casp6 inh, F508del corr, ERp5 block, DENV2 CPE, miR122 inh, SIRT5 block, ERAP1 inh
- CC1CCC(NC(=O)COC(=O)CCC(=O)c2ccc(Cl)s2)CC1 (configuration not stated)
→ -2, 0.5, -6, -2, -2, 1, 0
- Cc1ccc(O)c(CO)n1
→ 0, 5.2, -2, 4, -3, -3, 0
- CN1C[C@@H]2C[C@@H](C3=Cc4cc(Cl)ccc4OC3)N3CCC[C@@]23C1=O
→ -1, nt, -3, 18, 2, -1, -1
- COc1cc([N+](=O)[O-])cc(CN2CCCCC2)c1O
→ 0, -1.5, -2, -2, -3, 0, 5
- COCCNC(=O)CSc1ccccc1C(=O)O
→ -3, -1.7, 6, nt, -3, -5, 0
- O=C(c1[nH]c(C(F)(F)F)nc1-c1ccccc1)N1CCN(c2ncccc2C(F)(F)F)CC1
→ -2, 0.8, -2, -2, 2, 2, -2
- CCc1ccc(C(=O)O)cc1
→ -3, -1.0, 1, 1, -6, 1, nt
- CC(=O)c1c(C)[nH]c(C(=O)COC(=O)c2nccnc2N)c1C
→ -1, 1.6, -2, ?, nt, -9, -7

Three entries already listed, sorted by their value in DENV2 CPE, ascending.
Results follow in this order: Casp6 inh, F508del corr, ERp5 block, DENV2 CPE, miR122 inh, SIRT5 block, ERAP1 inh
- COc1cc([N+](=O)[O-])cc(CN2CCCCC2)c1O
→ 0, -1.5, -2, -2, -3, 0, 5
- CCc1ccc(C(=O)O)cc1
→ -3, -1.0, 1, 1, -6, 1, nt
- CN1C[C@@H]2C[C@@H](C3=Cc4cc(Cl)ccc4OC3)N3CCC[C@@]23C1=O
→ -1, nt, -3, 18, 2, -1, -1

Compound activity: PubChem BioAssay, Broad Institute
